LYP inhibition – inhibitors of LYP phosphatase, biochemical, fluorescence intensity, uHTS (AID 1779) | Tyrosine-protein phosphatase non-receptor type 22 (Homo sapiens) | recombinant LYP phosphatase, fluorescence intensity; higher % means a stronger effect | one-dose inhibition, % at 11.5 µM; IC50 in µM for titrated hits | 0.054% of 290,000 active; in the data active means inhibition above about 50%;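 further: plate controls were vehicle with enzyme for no effect and no enzyme for full effect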
West Nile virus CPE – West Nile virus antiviral activity, cell-based, CPE readout (AID 1621) | West Nile virus-infected cells, CPE inhibition; higher % means a stronger effect | CPE inhibition, % at 10 µM, or IC50 in µM where a hit was titrated | 0.02% of 290,000 active; in the data active means a potency from the dose series; inconclusive means CPE inhibition mostly from about 3.7% at the one dose, without a potency; inactive means the rest, 99 in 100 with CPE inhibition below about 2.2%; further: strong numbers were not always called active
MgcRacGAP inhibition – MgcRacGAP GTPase-activating activity inhibitors, confirmation, biochemical, ADP Hunter fluorescence | Rac GTPase-activating protein 1 (Homo sapiens) | MgcRacGAP-stimulated Rac1 GTP hydrolysis, ADP Hunter fluorescence; higher % means a stronger effect; GST-tagged Rac1 F28L mutant substrate | one-dose inhibition, % at 30 µM; IC50 in µM for titrated hits | 0.6% of 340,000 active | AID 624330, 2012;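 active means first-screen hits whose inhibition reached a set limit at any dose in the follow-up dose series; inconclusive means inhibition above the set first-screen limit but never retested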;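 further: fluorescence reports GDP produced by GAP-driven GTP hydrolysis; strong numbers were not always called active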
CSM14.1 death rescue – rescue of cells from ER stress-induced death, primary screen, 384-well, CSM14.1, thapsigargin, ATP luminescence (AID 1222) | CSM14.1 thapsigargin-induced death rescue, ATP luminescence; higher % means a stronger effect | one-dose cellular ATP content (survival), % at 20 µM; EC50 in µM for titrated hits | 190,000 tested, under 10 active;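 active means EC50 below 50 µM in the dose-response confirmation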;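 further: death triggered by thapsigargin at about 15 µM added after 2 h compound pretreatment; cell ATP read after overnight thapsigargin exposure of roughly 18 to 22 hours; normalized against plate controls of thapsigargin alone and 5% DMSO vehicle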
RSV antiviral HEp-2 – RSV antiviral activity via CPE protection, HEp-2 cells, primary 10 µM value included (AID 2391); HEp-2 cells, RSV-induced CPE inhibition; higher % means a stronger effect; CPE inhibition, % at 10 µM; hits with a dose series show IC50 in µM; 0.13% of 310,000 active; in the data active means a potency from the dose series; inconclusive means CPE inhibition mostly from about 23% at the one dose, without a potency; inactive means the rest, 99 in 100 with CPE inhibition below about 21%; further: strong numbers were not always called active
Dengue-2 NS5 capping – Dengue-2 NS5 methyltransferase inhibitors, primary screen, biochemical, confirmation dose response (AID 588689); Genome polyprotein (Dengue virus type 2 (strain 16681-PDK53)); Dengue-2 NS5 methyltransferase capping enzyme assay, biochemical; higher % means a stronger effect; one-dose inhibition, % at 25 µM; IC50 in µM for titrated hits; 0.3% of 340,000 active; in the data active means a potency from the dose series; inconclusive means inhibition above about 29% without an active follow-up result
GPR35 arrestin U2OS – GPR35 antagonists blocking zaprinast-driven arrestin recruitment, primary screen, imaging, U2OS, beta-arrestin-GFP, zaprinast agonist (AID 2058); G-protein coupled receptor 35 (Homo sapiens); U2OS GPR35 beta-arrestin-GFP translocation imaging, zaprinast antagonism; higher % means a stronger effect; inhibition, % at 10 µM; hits with a dose series show IC50 in µM; 0.052% of 290,000 active;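 active means inhibition of at least 50% with at least 30 cells and total cytoplasm GFP at most 10,000,000; inconclusive means under 30 cells or total GFP of 10,000,000 plus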
PhoP inhibition – inhibitors of PhoP regulon expression, primary screen, Salmonella Typhimurium, GFP reporter (AID 1863) | S. Typhimurium PhoP-regulated promoter GFP reporter, 4 h; higher % means a stronger effect | 0.16% of 300,000 active | inhibition, % at 50 µM; hits with a dose series show IC50 in µM;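 active means inhibition over 29.93%, a cutoff 3 SD above the screen mean, later confirmed by dose response; inconclusive means inhibition over 29.93% but no dose response follow-up; inactive means inhibition at most 29.93% or unconfirmed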;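 further: 0% = low Mg2+ inducing control and 100% = high Mg2+ repressing control; strong numbers were not always called active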
Large T inhibition – SV40 large T antigen inhibitors, biochemical (AID 1903); SV40 large T antigen ATPase/helicase inhibition assay; higher % means a stronger effect; one-dose inhibition, % at 20 µM; IC50 in µM for titrated hits; 0.39% of 310,000 active; in the data active means a potency from the dose series; inconclusive means inhibition mostly from about 32% at the one dose, without a potency; inactive means the rest, 99 in 100 with inhibition below about 32%; further: strong numbers were not always called active
Dengue-2 NS5 capping pilot replicate – recorded beside Dengue-2 NS5 capping, whose call it bears; inhibition, %; measured here: pilot screen replicate inhibition
The depositor's hits bear a star; ? = inconclusive; · = no result given. The order is random (roughly 1.5% active in at least one column).

SMILES	LYP inhibition	West Nile virus CPE	MgcRacGAP inhibition	CSM14.1 death rescue	RSV antiviral HEp-2	Dengue-2 NS5 capping	GPR35 arrestin U2OS	PhoP inhibition	Large T inhibition	others
Cc1cc(C)c(C#N)c(N2CCN(c3ccccc3F)CC2)n1	-6%	0.1%	11%	·	2.3%	-3%	-6%	-2%	9%	Dengue-2 NS5 capping pilot replicate=-0.6
CN(C(=O)CC(NC(=O)c1ccccc1)(c1ccccc1)c1ccccc1)c1ccccc1	-4%	-1.2%	8%	0.6%	?	-4%	1%	-1%	5%
COc1ccc(-c2cccc(C3CC=CC4C3C(=O)N(Cc3ccccc3)C4c3cc(C)ccc3F)c2)cc1 (centres undefined)	-6%	1.1%	·	·	·	·	9%	-3%	·
CC(C)CCNC(=O)NC(=O)Cn1cc(C(F)(F)F)ccc1=O	-6%	0.2%	·	-1.0%	·	·	-8%	4%	11%
COc1nc(OCC#N)nc(N2CCCCC2)n1	-6%	1.2%	5%	0.1%	0.0%	-4%	-10%	-7%	19%
Cc1ccc(C)c(S(=O)(=O)N2CCN(CC(=O)Nc3cc(C)on3)CC2)c1	-9%	-0.3%	9%	-1.2%	1.0%	-14%	16%	10%	0%
CC12CC(NC(=O)N1c1cccc(C(=O)N3CCN(c4ccccc4)CC3)c1)c1ccccc1O2 (centres undefined)	13%	-0.3%	9%	-4.0%	1.6%	-5%	11%	-10%	24%
COc1ccc(N2C(=O)C3ON(C4SC(=S)N(C)C4(C)C)C(c4ccc(Cl)cc4)C3C2=O)cc1 (centres undefined)	5%	0.6%	2%	-0.9%	1.0%	-8%	6%	20%	-21%
COc1ccccc1-c1nnc(SC(C)C(=O)Nc2ccc(C(N)=O)cc2)o1 (centres undefined)	·	·	4%	·	-0.9%	4%	·	-3%	4%
COc1ccc(OC)c2sc(NC(=O)C3CC3)nc12	-1%	0.3%	13%	-0.2%	0.7%	1%	14%	3%	6%
Oc1ccccc1/C=N/c1c(-c2ccco2)nc2ccccn12	-4%	0.0%	11%	-5.4%	-0.3%	39%	-2%	3%	22%
COc1cc(C2Nc3ccc4ncccc4c3C3=C2C(=O)CCC3)ccc1O (centres undefined)	-1%	?	15%	0.0%	1.6%	5%	3%	5%	10%
COc1ccc2c(c1)c(CC(=O)OCC(=O)O)c(C)n2C(=O)c1ccc(Cl)cc1	8%	0.2%	-3%	0.1%	-1.0%	-1%	5%	-2%	12%
S=C(NC12CC3CC(CC(C3)C1)C2)N1CCOCC1	-6%	-0.1%	-6%	-2.2%	2.1%	-66%	7%	·	·
Cc1cc2ccccc2n1CCC(=O)O	-5%	0.0%	3%	-0.2%	-0.8%	-9%	3%	1%	2%
C[C@]12CCC(=O)CC1CCC1C2CC[C@@]2(C)C1CC[C@@]21CCO1 (some centres undefined)	-10%	-1.0%	-8%	·	19%	2%	10%	3%	0%
O=C(CSc1nc2c(c(=O)[nH]1)CCC2)Nc1cccc(Cl)c1	-8%	0.0%	-5%	-0.2%	11%	-8%	-16%	4%	9%
COc1ccc(CC(=O)NCc2nnc(SCC(=O)Nc3ccc(OC)cc3)n2C)cc1	-2%	0.4%	2%	-1.0%	0.7%	2%	-10%	-4%	5%
O=C(c1ccccc1)N1CCN(C(=O)c2ccccc2Br)CC1	-6%	-0.4%	0%	-0.6%	4.3%	-2%	-6%	-21%	4%
COc1ccccc1N(CC(=O)Nc1ccccc1C(=O)N1CCCC1)S(C)(=O)=O	-8%	-0.3%	13%	·	·	-1%	-8%	·	·
COc1cc(C2NC(=O)NC(C)=C2C(=O)OC(C)(C)C)ccc1OCC(=O)O (centres undefined)	0%	-0.2%	10%	1.6%	0.5%	5%	13%	1%	17%
COC(=O)c1ccc(NC(=O)CCCCCn2nnc3ccccc3c2=O)cc1	-8%	-0.8%	·	·	2.4%	-1%	8%	8%	-3%
CC1(C)C2CCC1(C)C(NCC(O)COc1ccc(C#N)cc1)C2 (centres undefined)	-10%	-1.2%	29%	·	4.0%	-2%	-4%	0%	6%
O=C(Nc1ccccc1C(=O)NCc1cccnc1)c1cccc([N+](=O)[O-])c1	-6%	-0.2%	11%	1.0%	1.3%	-6%	-8%	-5%	4%
COc1cccc(CNC(=O)c2ccc(N3CCOCC3)c([N+](=O)[O-])c2)c1	-6%	-0.6%	5%	·	-0.3%	-4%	-17%	7%	5%
SMILES	LYP inhibition	West Nile virus CPE	MgcRacGAP inhibition	CSM14.1 death rescue	RSV antiviral HEp-2	Dengue-2 NS5 capping	GPR35 arrestin U2OS	PhoP inhibition	Large T inhibition	others
COc1ccc(Cl)cc1NC(=O)c1cnc2sccn2c1=O	-2%	0.2%	0%	·	2.5%	-3%	-6%	9%	1%
CCOC(=O)N1CCN(c2c(N3CCN(C(=O)OCC)CC3)c(=O)c2=O)CC1	-3%	0.5%	2%	·	-0.7%	-5%	8%	-7%	19%
COc1ccc(S(=O)(=O)N(C)CC(=O)Nc2cccc(C(C)=O)c2)cc1	-2%	0.8%	3%	-0.4%	-1.2%	-1%	6%	-17%	-1%
CC(/C=C1\SC(=Nc2cccnc2)NC1=O)=C\c1ccccc1	6%	0.7%	-3%	·	·	-32%	3%	-7%	5%
c1ccc(CNCc2ccco2)cc1	-6%	-0.8%	10%	·	0.4%	-3%	-2%	-6%	12%	Dengue-2 NS5 capping pilot replicate=-1.8
CC1(C(=O)N2CC3(CC(c4cccc([N+](=O)[O-])c4)=NO3)C[C@H]2C(=O)NCC(N)=O)CC1 (some centres undefined)	-4%	0.5%	12%	-1.3%	0.4%	-8%	-11%	-2%	7%
CCn1c(SCC(=O)N2CCN(c3ccccc3)CC2)nc2c([nH]c3ccccc32)c1=O	-8%	-0.1%	4%	·	0.8%	-6%	-7%	-6%	5%
CC(C)NS(=O)(=O)c1ccc(OCC(=O)NCC2CCCO2)c(Cl)c1 (centres undefined)	-5%	-0.2%	11%	-0.4%	-0.1%	2%	6%	-12%	6%
COc1ccc(C(=O)C2CCN(CC(=O)Nc3ccc(C)cc3)CC2)cc1	-3%	-0.2%	4%	·	3.8%	-7%	7%	9%	-1%
OCC1(CCOc2ccccc2)CCN(Cc2ccccc2C(F)(F)F)CC1	-10%	-0.9%	4%	·	0.7%	0%	13%	4%	10%
Cn1c(CNS(=O)(=O)c2cccc(Cl)c2)cc(=O)n(C)c1=O	-11%	-0.1%	-8%	·	0.4%	-4%	5%	-6%	7%
NC1=NN=C(N2N=C(c3ccco3)CC2(O)C(F)(F)F)n2ncnc2C1 (centres undefined)	-4%	0.0%	2%	0.9%	-0.8%	-6%	6%	-2%	12%
C=CCNC(=S)N(Cc1ccccc1)Cc1ccccc1	-2%	-1.8%	0%	-0.1%	-1.3%	·	-5%	-2%	10%
Cc1ccc(C(=O)CSc2nc3ccccc3c(=O)n2-c2ccccc2)s1	4%	-0.1%	0%	0.0%	1.0%	5%	-14%	-11%	-1%
CC(C)(C)c1ccc(C(=O)N/C(=C/c2cccs2)C(=O)NCc2ccco2)cc1	-3%	-0.8%	-8%	0.4%	6.4%	-2%	-7%	-7%	18%
Cc1ccc(Cn2nc(C)c(NC(=O)c3cc(-c4ccco4)on3)c2C)cc1	6%	·	7%	2.3%	1.0%	2%	4%	-6%	15%
CNC(=S)N/N=C/c1ccc(-c2ccc(Cl)c([N+](=O)[O-])c2)o1	0%	-0.1%	·	-1.0%	0.3%	·	1%	2%	18%
O=CNCCCc1nc2ccccc2n1Cc1cccc2ccccc12	-8%	1.2%	7%	-0.4%	1.8%	-1%	-18%	10%	-6%
CCOc1ccc(Cl)cc1S(=O)(=O)N1CCC(C(=O)NCC2CCCO2)CC1 (centres undefined)	-2%	0.7%	0%	·	1.2%	0%	1%	0%	4%
CCOC(=O)CNC(=S)SC	-6%	0.1%	2%	·	1.1%	7%	-3%	-7%	6%
CC1=CC(C)(C)N2C(=O)C3(N=C(N)NC(Nc4ccccc4)=N3)c3cc(C)cc1c32 (centres undefined)	0%	-0.1%	6%	-2.6%	0.7%	-3%	-22%	1%	-1%
COCCN(C(=O)CNC(=O)c1ccco1)C(C(=O)NC1CCCC1)c1ccc(OC)cc1 (centres undefined)	-20%	-0.6%	7%	·	0.5%	0%	-3%	4%	-4%
CCOc1ccc(NS(=O)(=O)c2ccc(C(=O)N(C)CC(=O)Nc3ccc(C)cc3)cc2)cc1	·	·	6%	·	0.9%	-7%	·	6%	4%
COc1ccc(-c2nnc(SCCC(=O)O)n2C)cc1OC	-1%	0.3%	7%	-1.9%	1.0%	-9%	1%	-4%	-2%
Cn1c(=O)n(C)c2cc(NC(=O)c3cc4ccccc4o3)ccc21	0%	-0.5%	15%	0.3%	1.3%	3%	18%	3%	-1%
Cc1cc(NC(=O)c2cc(-c3ccccn3)nc3ccc(Br)cc23)no1	-12%	-0.8%	3%	·	1.2%	16%	10%	-6%	3%

Of the compounds above, 3 have a CF3 group:
SMILES	LYP inhibition	West Nile virus CPE	MgcRacGAP inhibition	CSM14.1 death rescue	RSV antiviral HEp-2	Dengue-2 NS5 capping	GPR35 arrestin U2OS	PhoP inhibition	Large T inhibition	others
CC(C)CCNC(=O)NC(=O)Cn1cc(C(F)(F)F)ccc1=O	-6%	0.2%	·	-1.0%	·	·	-8%	4%	11%
OCC1(CCOc2ccccc2)CCN(Cc2ccccc2C(F)(F)F)CC1	-10%	-0.9%	4%	·	0.7%	0%	13%	4%	10%
NC1=NN=C(N2N=C(c3ccco3)CC2(O)C(F)(F)F)n2ncnc2C1 (centres undefined)	-4%	0.0%	2%	0.9%	-0.8%	-6%	6%	-2%	12%

Retrieved one by one from the entries so far (4):
SMILES	LYP inhibition	West Nile virus CPE	MgcRacGAP inhibition	CSM14.1 death rescue	RSV antiviral HEp-2	Dengue-2 NS5 capping	GPR35 arrestin U2OS	PhoP inhibition	Large T inhibition	others
COc1ccc(Cl)cc1NC(=O)c1cnc2sccn2c1=O	-2%	0.2%	0%	·	2.5%	-3%	-6%	9%	1%
O=CNCCCc1nc2ccccc2n1Cc1cccc2ccccc12	-8%	1.2%	7%	-0.4%	1.8%	-1%	-18%	10%	-6%
COc1ccc(-c2nnc(SCCC(=O)O)n2C)cc1OC	-1%	0.3%	7%	-1.9%	1.0%	-9%	1%	-4%	-2%
CC(C)CCNC(=O)NC(=O)Cn1cc(C(F)(F)F)ccc1=O	-6%	0.2%	·	-1.0%	·	·	-8%	4%	11%

Screens deposited in PubChem by several laboratories.
